# Source: PubChem BioAssay (several laboratories)
# E coli growth: bacterial growth inhibition, counter-screen for AddAB inhibitors | E. coli V3065 growth, OD600 absorbance, 18 h | inhibition, % at 11.9 µM | 330,000 tested, 0.27% active;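 active = inhibition above the campaign's mean inhibition across all tested compounds plus 3 SD, cut at about 9.9% in these data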;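 note: uninfected addAB+ strain grown without phage in ampicillin broth; 0% = DMSO wells and 100% = ciprofloxacin 0.95 µg/ml wells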
# HTR5A inv ag: counter-screen for OPRM1-OPRD1 inverse agonists: human HTR5A inverse agonism; P47898; HTR5A cell line, luminescence; inhibition, % at 9.3 µM; 340,000 tested, 0.083% active; AID 504634; in the data active = inhibition mostly above about 23%, no sharp cut-off; inactive = mostly below about 18%;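 note: 0% = cells with DMSO and 100% = no-cell wells with DMSO; some compounds called inactive have numbers as strong as hits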
# SUMO Mot1 rescue: blocks SUMOylation pathway, rescuing yeast Mot1-301 growth; 320,000 tested, 1% active; S. cerevisiae Mot1-301 growth rescue, ATP luminescence, 38.5C; percent above DMSO median, 100 means doubled; growth rescue, % at 18.8 µM;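 active = every valid replicate shows activation above 250% relative to neutral control wells; inactive = the rest, any valid replicate at or below 250%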;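 note: OY570 slx delta 5 strain wells were the positive control but not used for scaling; some compounds called inactive have numbers as strong as hits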
# CDK5 p35 inh: CDK5/p35 (human) kinase inhibition; inhibition, % at 10 µM; Q00535+Q15078; Recombinant CDK5/p35, ADP-Glo luminescence, 60 min; 330,000 tested, 0.01% active;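 active = highest replicate inhibition of at least 50% and at least 75% of replicates reaching 50%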;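 note: plate controls were DMSO neutral control for no effect and GW8510 at 10 µM for full effect; many of its hits are not listed in these tables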
# Target sequence (Q00535 whole entry, looked up): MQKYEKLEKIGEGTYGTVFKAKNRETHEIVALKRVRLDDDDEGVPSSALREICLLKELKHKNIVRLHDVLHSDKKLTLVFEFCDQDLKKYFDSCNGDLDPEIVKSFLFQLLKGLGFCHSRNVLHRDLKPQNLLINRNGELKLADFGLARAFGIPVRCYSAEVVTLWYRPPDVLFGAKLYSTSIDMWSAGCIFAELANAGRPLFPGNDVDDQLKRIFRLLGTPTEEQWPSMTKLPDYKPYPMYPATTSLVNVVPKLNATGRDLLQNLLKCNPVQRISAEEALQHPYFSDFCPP
# Target sequence (Q15078 whole entry, looked up): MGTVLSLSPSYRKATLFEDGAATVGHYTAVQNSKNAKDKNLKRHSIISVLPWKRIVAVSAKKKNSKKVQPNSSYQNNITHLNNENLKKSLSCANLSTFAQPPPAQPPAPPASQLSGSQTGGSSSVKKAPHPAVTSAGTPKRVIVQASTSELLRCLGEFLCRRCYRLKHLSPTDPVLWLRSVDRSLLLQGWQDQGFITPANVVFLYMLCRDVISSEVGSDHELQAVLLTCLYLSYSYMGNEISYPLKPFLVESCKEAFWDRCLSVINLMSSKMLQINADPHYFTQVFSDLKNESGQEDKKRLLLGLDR
# DAGLB inh: diacylglycerol lipase beta (human) inhibition; AID 504411; Q8NCG7; inhibition, % at 5.17 µM; HEK293T DAGLB membrane lysate, EnzChek fluorogenic substrate; 340,000 tested, 0.059% active; in the data active = inhibition above about 34%;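 note: 0% = enzyme with vehicle and 100% = wells lacking enzyme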
# Tat export inh: inhibitors of E. coli Tat protein transport | E. coli MC4100 TorA-mCherry Tat export, fluorescence | inhibition, % at 10 µM | 340,000 tested, 0.036% active;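 active = mean replicate inhibition at least 50% and at least half of replicates individually reaching 50%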;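 note: exported cargo escapes ClpAP degradation while cytoplasmic cargo is degraded and loses fluorescence; 0% = median of neutral control wells and 100% = median of NaSCN control wells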
# PKA-R2B act: activators of human PKA-R2B complex | P22694+P31323 | PKA-R2B holoenzyme dissociation, Cy5-IP20 fluorescence polarization; R2B truncated from residue 108, S112A mutant; 0% DMSO only, 100% 113 µM cGMP | activation, % at 11.4 µM | 340,000 tested, 0.079% active | AID 504700;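 active = activation above a cutoff set at the mean over all compounds plus 3 SD, cut at about 18% in these data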;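 note: higher means more holoenzyme dissociation and a rise in polarization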
# Target sequence (P31323 whole entry, looked up, other chains not shown, the tested form may be a part): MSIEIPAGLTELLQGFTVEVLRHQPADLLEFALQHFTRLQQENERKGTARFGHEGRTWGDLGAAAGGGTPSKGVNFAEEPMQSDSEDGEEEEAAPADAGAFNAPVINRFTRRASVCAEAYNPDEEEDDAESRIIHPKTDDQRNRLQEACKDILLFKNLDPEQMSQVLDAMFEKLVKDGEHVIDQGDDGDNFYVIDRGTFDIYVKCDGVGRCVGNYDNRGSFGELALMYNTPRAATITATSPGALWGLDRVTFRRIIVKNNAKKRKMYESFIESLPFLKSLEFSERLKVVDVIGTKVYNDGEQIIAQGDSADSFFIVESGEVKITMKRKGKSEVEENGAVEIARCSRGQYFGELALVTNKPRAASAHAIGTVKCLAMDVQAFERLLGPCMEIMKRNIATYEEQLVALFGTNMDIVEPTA
# phage Ecoli inh: E. coli growth loss with phage present; growth absorbance; inhibition, % at 11.9 µM; 360,000 tested, 0.26% active; AID 651602; in the data active = inhibition above about 11%
# AddAB inh: less growth of phage-infected E. coli with AddAB; E. coli expressing H. pylori AddAB, absorbance growth; inhibition, % at 11.9 µM; 330,000 tested, 0.29% active; AID 435030; in the data active = inhibition above about 12%;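 note: 0% = vehicle wells of infected cells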
# HTR5A ag ctr: HTR5A agonism, opioid heterodimer counter-screen. AID 504692. activation, % at 9.3 µM. HTR5A agonist assay, luminescence, cell-based. 340,000 tested, 0.61% active; in the data active = activation mostly above about 9.5%, no sharp cut-off; inactive = mostly below about 7.6%;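 note: 0% = cells with vehicle only and 100% = reference agonist; strong numbers were not always called active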
# PKA-R1A act: activates the PKA-R1A holoenzyme complex; PKA-R1A dissociation, Cy5-IP20 fluorescence polarization; scaled: DMSO 0%, 113 µM cGMP 100%; 340,000 tested, 0.083% active; activation, % at 11.4 µM; P00514+P68181;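 active = percent activation above the mean of all tested compounds plus 3 SD, cut at about 19% in these data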;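 note: higher means more PKAc released from R1A so a rise in polarization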
# * hit, by the source's call; . = not tested or not shown.
SMILES,E coli growth,HTR5A inv ag,SUMO Mot1 rescue,CDK5 p35 inh,DAGLB inh,Tat export inh,PKA-R2B act,phage Ecoli inh,AddAB inh,HTR5A ag ctr,PKA-R1A act
CN(C)C=Nc1c(C(=O)c2ccccc2)sc2nccc(N(C)C)c12,-1.1,-12.5,0.4,2.9,-1.8,-1.4,2.0,2.5,4.1,-1.4,6.8
CC1CC(C)CN(C(=O)c2ccncc2)C1 (stereo unspecified),-0.4,-5.2,0.5,0.9,-0.9,-0.6,0.9,0.9,0.1,3.0,12.0
O=C(O)c1cccnc1SCc1cn2cc(Cl)ccc2n1,2.0,15.1,-3.6,-2.3,0.9,7.3,-0.4,2.5,0.3,-0.8,-2.4
CC1CCCC(NC(=O)COC(=O)c2ccc3ncsc3c2)C1C (stereo unspecified),-1.1,1.5,70.0,-0.6,-1.6,-2.6,2.1,1.6,-1.6,0.2,5.7
Cc1cc(NS(=O)(=O)c2ccc(NC(=O)c3ccc([N+](=O)[O-])c(Cl)c3)cc2)no1,0.8,1.8,416.3,1.3,0.5,-4.8,-6.0,0.2,4.6,0.9,-6.5
CCOC(=O)c1nn(-c2ccccc2)c2nnc(Cc3ccccc3)c(=O)n12,0.1,-15.6,-6.4,0.1,-4.8,2.5,-13.4,2.1,1.4,5.8,3.9
CC(C)(C)c1ccc(-c2n[nH]c(=S)n2Cc2ccccc2)cc1,2.0,0.0,87.2,1.4,0.9,12.3,-8.8,1.4,0.8,-2.5,4.6
Cc1ccc(N2C(=O)CC(C)CC2=O)cc1,2.2,-5.5,-23.8,-0.6,1.6,-1.5,-3.0,0.1,3.0,1.5,-1.3
COc1ccc(N2C(=O)CSC2c2ccc3c(c2)OCO3)c(OC)c1 (stereo unspecified),-1.1,0.0,-6.5,-1.4,0.5,-2.5,-0.7,0.9,0.3,0.6,-1.8
COC(=O)C1=CN(c2cc(C)cc(C)c2)C=C(C(=O)OC)C1c1ccc(OC)c(O)c1,-0.5,-10.8,16.0,2.7,-5.8,3.6,-7.5,1.1,-0.5,2.8,-14.8
CCOC(=O)C1=CNS(=O)(=O)NC1c1ccc(C(=O)OC)cc1 (stereo unspecified),2.0,-8.6,.,1.6,-0.7,-12.7,-4.8,2.4,1.1,2.5,-1.8
O=C(c1ccc(F)cc1)N1CCN(c2ccc([N+](=O)[O-])c(N3CCCCC3)c2)CC1,1.1,9.7,-8.5,-1.9,5.6,2.9,7.7,0.9,1.4,-1.1,-2.9
Cc1oc(-c2cccs2)nc1CN1CCC(c2ccccc2)CC1,-3.8,9.6,8.7,0.8,1.8,-11.5,-1.4,-0.9,-0.7,-3.5,-10.6
c1ccc(Cn2nnnc2C(c2ccccc2)N2CCN(c3nc4ccccc4s3)CC2)cc1 (stereo unspecified),0.7,16.9,14.8,-0.5,0.2,-2.6,0.4,2.6,2.7,-7.1,-1.7
CCOc1ccc2nc(NC(=O)CSc3cn[nH]n3)sc2c1,4.2,0.4,8.6,1.0,1.1,-5.5,-2.1,1.0,3.7,-0.2,-4.1
Cc1cc(OCC(=O)OCC(=O)Nc2cccnc2Cl)ccc1Cl,.,-0.8,.,0.7,-4.5,2.8,-0.4,0.0,.,-0.8,-14.9
COc1cc(/C=N/N=C2/C(=O)Nc3ccccc32)cc(OC)c1O,-0.3,32.9,-0.7,2.2,7.6,2.1,-13.2,-1.1,-0.7,-4.6,-13.5
Cc1cccc(NC(=O)c2ccc(CN3CCN(Cc4ccccc4)CC3)cc2)c1,0.0,1.0,10.3,-2.2,1.1,2.2,-4.2,3.5,1.1,-0.4,3.3
COc1ccc(NC(=O)CC2C(=O)N(C)C(=S)N2Cc2ccncc2)cc1 (stereo unspecified),0.8,4.6,50.4,1.9,-0.5,-5.0,12.7,1.1,4.0,-2.4,10.1
CCOc1ccc(NC(=O)CN(C)C(=O)c2cc(S(=O)(=O)N3CCCCC3)ccc2Cl)cc1OCC,-1.0,5.0,390.9,1.9,-1.2,-2.3,-1.5,2.9,0.7,-1.9,2.4
O=S(=O)(c1ccc(NC(=S)N/N=C/c2cccc(Oc3ccccc3)c2)cc1)N1CCOCC1,4.0,11.9,-2.8,0.0,-1.8,1.1,2.4,4.2,0.6,-4.8,-1.3
O=C(Oc1cccc2c(=O)[nH]ccc12)c1ccccc1,0.6,-9.0,-4.3,0.6,1.1,-5.1,12.7,0.0,3.6,3.6,-2.5
COc1ccccc1Nc1ncnc2c1c(C)c(C)n2CCCN(C)C,-2.3,-6.3,-4.7,-0.4,1.4,-3.6,4.0,3.5,-1.0,1.6,4.1
CCOC(=O)C(C)(C)N(Cc1cccc(C)c1)S(=O)(=O)c1ccc(Cl)c([N+](=O)[O-])c1,2.1,6.4,9.4,1.8,-13.1,6.3,-4.7,4.1,0.7,-1.8,-8.1
CCCCC(=O)Nc1cc(OCC)c(NC(=O)c2ccccc2[N+](=O)[O-])cc1OCC,-1.4,-20.9,89.2,-1.8,0.8,-4.6,1.1,-0.4,0.1,10.4,7.7

# Part of the list above in order of count of non-hydrogen atoms, highest first.
SMILES,E coli growth,HTR5A inv ag,SUMO Mot1 rescue,CDK5 p35 inh,DAGLB inh,Tat export inh,PKA-R2B act,phage Ecoli inh,AddAB inh,HTR5A ag ctr,PKA-R1A act
CCOc1ccc(NC(=O)CN(C)C(=O)c2cc(S(=O)(=O)N3CCCCC3)ccc2Cl)cc1OCC,-1.0,5.0,390.9,1.9,-1.2,-2.3,-1.5,2.9,0.7,-1.9,2.4
CCOC(=O)C(C)(C)N(Cc1cccc(C)c1)S(=O)(=O)c1ccc(Cl)c([N+](=O)[O-])c1,2.1,6.4,9.4,1.8,-13.1,6.3,-4.7,4.1,0.7,-1.8,-8.1
Cc1cc(NS(=O)(=O)c2ccc(NC(=O)c3ccc([N+](=O)[O-])c(Cl)c3)cc2)no1,0.8,1.8,416.3,1.3,0.5,-4.8,-6.0,0.2,4.6,0.9,-6.5
CC1CCCC(NC(=O)COC(=O)c2ccc3ncsc3c2)C1C (stereo unspecified),-1.1,1.5,70.0,-0.6,-1.6,-2.6,2.1,1.6,-1.6,0.2,5.7
CCOC(=O)C1=CNS(=O)(=O)NC1c1ccc(C(=O)OC)cc1 (stereo unspecified),2.0,-8.6,.,1.6,-0.7,-12.7,-4.8,2.4,1.1,2.5,-1.8
O=C(O)c1cccnc1SCc1cn2cc(Cl)ccc2n1,2.0,15.1,-3.6,-2.3,0.9,7.3,-0.4,2.5,0.3,-0.8,-2.4

# Next records
SMILES,E coli growth,HTR5A inv ag,SUMO Mot1 rescue,CDK5 p35 inh,DAGLB inh,Tat export inh,PKA-R2B act,phage Ecoli inh,AddAB inh,HTR5A ag ctr,PKA-R1A act
COc1cc(-c2noc(C)c2C#CC2(N)CCCCC2)cc(OC)c1OC,0.8,-1.3,-21.7,-0.7,-5.3,-2.4,-20.2,1.4,1.1,0.5,3.4
COc1ccccc1CNC(=O)COC(=O)/C=C/c1cccs1,0.1,4.9,2.2,0.8,-2.0,-14.0,-0.6,2.3,-0.2,0.2,-4.0
CN(C)CC(O)COc1cccc(OCC(O)CN(C)C)c1 (stereo unspecified),-1.5,1.4,48.2,-3.0,-1.8,-4.4,-5.4,2.5,0.5,2.2,-8.3
O=C1c2ccccc2C(=O)N1CCCCN(C(=O)c1ccc([N+](=O)[O-])cc1)c1ccc(Cl)cc1,-4.2,13.0,-8.4,2.0,1.1,5.6,-2.2,-2.1,-1.8,-3.7,2.1
O=C(Cc1ccccc1)N1CCC(c2nc3ccccc3[nH]2)CC1,-0.7,-52.6,-2.3,0.3,-3.7,-0.4,-5.1,2.0,-0.1,1.6,-7.6
CCCCN(C(=O)CN1C(=O)C2CCCCC2C1=O)c1c(N)n(CCC)c(=O)[nH]c1=O (stereo unspecified),2.1,5.9,-4.5,-4.5,2.5,2.7,-20.1,2.1,-0.3,1.6,-12.9
CCC(C)(C(=O)NC1CCCCC1)N(Cc1ccco1)C(=O)CNC(=O)c1ccccc1 (stereo unspecified),-2.1,-20.5,0.4,0.2,2.0,0.6,-4.7,0.1,-0.6,1.9,-12.5
COc1ccc(/C=C/C(=O)c2ccc(OC)cc2OC)c(OC)c1,-1.5,-2.5,18.1,1.1,-3.3,10.2,-1.7,2.9,6.5,0.1,0.8
O=C(O)c1cc(N/N=C/c2ccncc2)ccc1Cl,1.2,2.8,-20.9,-1.2,3.4,-4.5,-13.6,1.8,0.5,-0.9,-11.8
CCCc1cc(=O)[nH]c(SCC(=O)NC2(C#N)CCCCC2)n1,1.1,2.9,-4.9,-2.3,2.9,18.1,-5.1,-1.1,-0.8,-1.2,-7.2
COc1ccc(N2CCCn3c2nc2c3c(=O)n(Cc3ccc(C)cc3)c(=O)n2C)c(OC)c1,-0.2,2.3,-4.7,0.7,3.4,9.0,-6.4,0.0,-1.0,6.7,-2.4
COc1ccccc1NC(=O)NC1(C(=O)N2CCN(C)CC2)CCCCC1,-2.5,6.2,167.5,0.2,-2.2,-5.1,3.0,0.9,2.0,-2.3,7.2
C=C(C)c1cccc(C(C)(C)NC(=O)NCCN(CC)CC)c1,0.8,-30.0,-17.6,-1.3,-1.8,-3.5,3.6,2.9,2.9,1.1,10.0
COc1ccc(C(=O)C2CCCN(C(=O)c3cccnc3SC)C2)c(C)c1 (stereo unspecified),3.3,-8.7,-5.6,-2.3,-3.4,-7.9,-8.4,4.1,10.1,-3.7,5.0
CCn1c(=O)c2c(nc(SCC(=O)N3CCCC(C)C3)n2C)n(C)c1=O (stereo unspecified),-0.4,-8.8,117.8,-1.8,-0.6,17.6,10.5,2.0,3.4,3.1,1.9
COc1ccccc1CN1C(=O)[C@@H]2C(CCC(N)=O)NC3(C(=O)Nc4c3ccc(Cl)c4C)[C@@H]2C1=O (stereo partly specified),0.0,13.7,168.0,0.7,1.9,-1.1,0.0,2.4,-0.1,-5.1,-2.6
O=C(CSc1ccc([N+](=O)[O-])cc1)NCC1CCCCC1,-1.3,-3.6,-11.8,-2.2,0.1,5.4,-6.8,4.7,0.7,1.5,-0.4
CCOc1ccc(/C=N/NC(N)=S)cc1,1.9,6.6,-15.2,4.4,-1.6,3.8,-4.0,0.2,3.7,3.0,2.0
Cc1ccc(NC(=O)C(=S)NCc2ccco2)cc1,-0.7,-13.5,4.4,0.7,-19.9,-2.1,-4.9,2.2,0.2,5.4,-5.9
CC(C)(C)c1cc(NC(=O)COc2ccc(Br)cc2)n(-c2ccccc2)n1,-0.2,-25.4,1.5,0.0,-11.6,8.3,7.1,2.3,3.3,0.0,-7.2
CCN(Cc1cnn(C)c1)Cc1nc(C2(c3ccc(C)cc3)CCCC2)no1,1.0,-2.8,1.7,-0.8,-1.5,2.0,-15.3,0.2,2.7,1.0,-5.3
